High-throughput results (PubChem)
PKM2 act: activators of human pyruvate kinase M2; actives 0.34% (n = 260,000); purified PKM2, Kinase-Glo ATP luminescence, activation; response scale: 0% is enzyme alone, no compound; AID 1631; P14618; Potency, µM (series often up to 57.5 µM), without a hit: top-dose activation, hits mostly activators; also: potency is read from the fitted curve at half-maximal effect; % is scaled to controls: 0 for no effect and ±100 for the full control effect; nearly all actives have a fitted effect of over 55% in size
Target sequence (P14618 whole entry, looked up): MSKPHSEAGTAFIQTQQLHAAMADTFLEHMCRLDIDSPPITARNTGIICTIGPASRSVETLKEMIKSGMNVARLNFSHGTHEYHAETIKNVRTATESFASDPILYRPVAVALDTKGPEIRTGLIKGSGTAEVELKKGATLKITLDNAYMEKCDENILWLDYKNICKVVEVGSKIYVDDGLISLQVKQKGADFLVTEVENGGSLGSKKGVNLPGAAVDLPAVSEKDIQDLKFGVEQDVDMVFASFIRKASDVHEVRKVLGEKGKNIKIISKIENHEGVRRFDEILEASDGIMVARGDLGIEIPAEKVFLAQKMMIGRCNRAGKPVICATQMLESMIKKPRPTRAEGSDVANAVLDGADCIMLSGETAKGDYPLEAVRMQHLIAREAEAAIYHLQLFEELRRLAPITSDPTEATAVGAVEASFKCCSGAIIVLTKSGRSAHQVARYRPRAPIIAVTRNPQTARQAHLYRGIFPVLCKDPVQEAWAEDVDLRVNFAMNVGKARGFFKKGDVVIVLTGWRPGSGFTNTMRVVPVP
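ATP formation by purified human PK-M2, quantified via coupled luciferase luminescence after 1 h at room temperature with 0.1 mM ADP and 0.5 mM PEP final.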
BCR signal inh: blocks chronic active B-cell receptor signaling; ABC-DLBCL IkBa-CBG/CBR reporter, luminescence ratio, 4 h; Potency, µM (series often up to 46.1 µM), inactives show at the top dose ratio change, negative = lower green/red ratio, usual class: inhibitors; actives 0.05% (n = 340,000); AID 493014; active = well fitted inhibition curve with a large enough effect in the signal ratio, with a control signal flat, not every such curve was filed as active; inconclusive = small, poorly fitted or top-dose-only effect, or effect the other way, or a change in a side signal; the % refers to the signal ratio;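 also: potency is read from the fitted curve at half-maximal effect; plate controls were basal doxycycline-induced cells for no effect and cells given 10 µM MG132 for full effect; MG132 reads +100%, hits lower the ratio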
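Concentration-response series (up to 46 uM) were applied to TMD8 dual-reporter cells for 4 h at 37C with doxycycline. Green/red ratio, after filter-overlap correction, defined %Activity; red signal alone was normalised to basal cells and zero luminescence.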
Coupling enz: inhibits coupling enzyme system, counter-screen for aldolase hits. coupling enzyme system counterscreen, AmpLite Red fluorescence. activity change, negative = inhibition, % at 58.2 µM, hits read low. actives 0.67% (n = 290,000); in the data active = activity change below about -30%; also: % is scaled to controls: 0 for no effect and ±100 for the full control effect
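First, compound is pin-transferred into glyceraldehyde-3-phosphate coupling-enzyme reagent at 57.5 uM final and held 10 min at RT. Next, substrate, coupling system and AmpLite Red are added. After 20 min RT, fluorescence (525/598 nm) is read.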
Menin-MLL TR inh: inhibitors of human menin-MLL interaction, mutant MLL peptide | Menin + Texas Red MLL mutant peptide, fluorescence polarization | Potency, µM (top dose mostly 61.6 µM), for inactives: top-dose FP activity change, negative = inhibition, most hits filed as inhibitors | actives 0.23% (n = 270,000); active = well fitted inhibition curve with a large enough effect in the polarisation, with a control signal flat, not every such curve was filed as active; inconclusive = small, poorly fitted or top-dose-only effect, or effect the other way, or a change in a side signal; inactive = no such curve, though single readings can be large or run the other way; the % refers to the polarisation; also: potency is read from the fitted curve at half-maximal effect; % of control where 0% means no effect; many of its hits are not listed in these tables
Integrin act MD: integrin-mediated muscular dystrophy alleviation activation | alpha7betagal myoblasts, beta-gal FDG fluorescence, 48 h | Potency, µM (highest dose often 38.3 µM), for inactives: top-dose activation, actives largely listed as activators | actives 0.064% (n = 350,000);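 also: potency is read from the fitted curve at half-maximal effect; 100% = response of the positive control SU9516; nearly all actives have a fitted effect of over 60% in size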
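Alpha7betagal+/- myoblasts (passage 13) were plated 16-24 hr, then exposed to compounds (1:260 dilution of DMSO stock) for 48 hours at 37C. After MPER lysis, β-galactosidase reporter activity was read as FDG fluorescence (ex 480/em 540) after 30 minutes.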
TSG101-PTAP inh: blocks PTAP/TSG101 interaction to inhibit HIV-1 budding. Potency, µM (doses to about 115 µM), inactives show at the highest dose activity change, negative = inhibition, usual class: inhibitors. Q99816. Fluorescence polarization, FITC-PTAP peptide / Tsg101 binding. 340,000 tested, under 10 active; active = well fitted inhibition curve with a large enough effect in the main read-out, with a control signal flat, not every such curve was filed as active; inconclusive = small, poorly fitted or top-dose-only effect, or effect the other way, or a change in a side signal; inactive = no such curve, though single readings can be large or run the other way; also: potency is read from the fitted curve at half-maximal effect; % of control where 0% means no effect
Target sequence (Q99816 whole entry, looked up): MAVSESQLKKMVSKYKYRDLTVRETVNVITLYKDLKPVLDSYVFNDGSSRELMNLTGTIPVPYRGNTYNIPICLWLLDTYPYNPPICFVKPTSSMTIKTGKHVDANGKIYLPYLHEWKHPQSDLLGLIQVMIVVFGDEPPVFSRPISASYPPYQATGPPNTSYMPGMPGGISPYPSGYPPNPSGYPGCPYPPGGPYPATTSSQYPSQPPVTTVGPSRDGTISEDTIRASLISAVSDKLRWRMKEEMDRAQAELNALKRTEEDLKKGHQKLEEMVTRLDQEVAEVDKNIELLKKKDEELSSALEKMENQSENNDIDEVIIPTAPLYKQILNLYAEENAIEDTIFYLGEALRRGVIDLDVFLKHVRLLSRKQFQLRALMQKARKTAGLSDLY
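Fluorescence anisotropy tracks displacement of a FITC-tagged PTAP peptide (50 nM) from the Tsg101 binding domain (10 uM), following a 20 min room-temperature incubation at pH 7.5.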
Tb PFK block: blocks T. brucei phosphofructokinase; O15648; Potency, µM (series often up to 57.5 µM), for inactives: at the top dose activity, negative = inhibition, actives largely listed as inhibitors; AID 485367; actives 0.17% (n = 330,000); T. brucei PFK, ADP-Glo luminescence;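 also: potency is read from the fitted curve at half-maximal effect; 0% = uninhibited 1x PFK enzyme wells and -100% = no-enzyme wells; nearly all actives have a fitted effect of over 60% in size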
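ADP-Glo luminescence quantified ADP after 45 min at room temperature, with 1.25 nM T. brucei PFK, 0.1 mM ATP and 0.5 mM fructose-6-phosphate in pH 8.0 TEA buffer. qHTS titrations up to 57 µM; curves classified by quality.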
B2AR arrestin: recruits beta-arrestin to the human beta2-adrenergic receptor | actives 0.02% (n = 330,000) | Potency, µM (titrated, usually from 46.1 µM), without a hit: top-dose activation, actives largely listed as activators | AID 492947 | P07550 | beta-arrestin recruitment to beta2AR, cell-based reporter;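 also: potency is read from the fitted curve at half-maximal effect; 0% = DMSO controls and full agonism = EC100 isoproterenol or metaproterenol; nearly all actives have a fitted effect of over 65% in size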
GALK inh: inhibitors of human galactokinase; actives 0.007% (n = 270,000); Purified GALK, Kinase-Glo residual ATP luminescence; Potency, µM (titrated, usually from 57.5 µM), for inactives: at the top dose activity change, negative = inhibition, usual class: inhibitors; also: potency is read from the fitted curve at half-maximal effect; % is scaled to controls: 0 for no effect and ±100 for the full control effect
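Quantitative HTS: GALK 5 nM, ATP 35 uM, galactose 100 uM, 1 h room temperature, then luciferase-based ATP detection.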
Giardia killer: kills Giardia lamblia; Giardia lamblia trophozoite viability; activity change, % at 7.66 µM, hits read low; actives 0.15% (n = 340,000); in the data active = activity change below about -80%; inconclusive = between about -30% and that limit;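 also: parasites exposed to compound for two days anaerobically before the ATP read; % is scaled to controls: 0 for no effect and ±100 for the full control effect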
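Anaerobic 48 hrs incubation at 37 deg C of 100 trophozoites/well with test compounds; ATPLite 1-Step luminescence, 15-30 min RT, reports cellular ATP as viability.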
S-ASM inh: inhibitors of human secretory acid sphingomyelinase. P17405. actives 0.006% (n = 340,000). AID 504937. Potency, µM (top dose mostly 57.5 µM), inactives show at the highest dose activity change, negative = inhibition, actives largely listed as inhibitors. placental ASM, HMU-PC fluorogenic substrate, 60 min; also: potency is read from the fitted curve at half-maximal effect
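Human placenta-derived ASM enzyme was preincubated with compound for 10 minutes at room temperature, then given fluorogenic substrate HMU-PC0 (9 uM final) for 60 minutes at 37 °C; a pH 10 stop preceded fluorescence reading at Ex 386/Em 447 nm.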
* = called active by the depositor; i = inactive; ? = inconclusive; nt = no result given; [ ] = remark or other dose. Unless noted, calls follow the shape of the dose curve; as a rule, active = well fitted curve in the direction sought with a large enough effect; inconclusive = small, poorly fitted or top-dose-only effect, or another doubt; inactive = no such curve, though single readings can be large; an effect the other way counts as inactive or inconclusive.

SMILES	PKM2 act	BCR signal inh	Coupling enz	Menin-MLL TR inh	Integrin act MD	TSG101-PTAP inh	Tb PFK block	B2AR arrestin	GALK inh	Giardia killer	S-ASM inh
O=C(NCCCn1ccnc1)c1ccc(Br)s1	3%	1%	0	4%	4%	0%	1%	0.5%	-3%	2	0%
O=C(c1ccc(-c2cc(Cl)ccc2Cl)o1)N1CCOCC1	0%	5%	2	?	7%	0%	0%	0.2%	11%	0	-1%
COC(=O)c1ccc(CSc2nc3c(c(=O)n2-c2ccccc2)SCC3)o1	-23%	0%	-5	3%	-13%	0%	-2%	0.3%	0%	-11	-3%
CCOc1cc(CNC2CCCC2)cc(Cl)c1OCc1ccccc1	3%	?	nt	?	-63%[inhibitor]	-1%	0%	-0.7%	-5%	5	-2%
COc1ccc(NCC(=O)N/N=C/c2c(C)nn(Cc3ccccc3)c2Cl)cc1	2%	-3%	-9	-7%	16%	-1%	2%	-0.4%	-3%	1	-14%
O=C1CN(c2nc(-c3ccccc3)c3cc(Br)ccc3n2)c2ccccc2N1	-13%	-1%	0	-5%	nt	nt	0%	-0.1%	-2%	nt	nt
Clc1ccc(C(c2ccccc2)N2CCNCC2)cc1 (stereo not given)	-1%	?	2	-2%	19%	1%	0%	0.4%	2%	-21	4%
O=C(Cc1cccc(C(F)(F)F)c1)NCC(c1ccco1)N1CCCCC1 (stereo not given)	0%	5%	1	-1%	-22%	-4%	2%	0.1%	0%	12	-3%
O=c1cccc2n1Cc1cc3ccccc3nc1-2	-8%	?	-1	-2%	5%	-9%	-2%	3.9%	nt	-24	i
CC1CCc2sc(NC(=O)C3CC(Cl)=CCC3C(=O)O)c(C#N)c2C1 (stereo not given)	-26%	8%	19	21%	4%	1%	4%	2.9%	6%	24	0%
CN(C)c1c(F)cc(-c2nn[nH]n2)cc1F	-1%	9%	5	nt	-23%	-6%	0%	0.1%	-2%	10	6%
CCO[C@H]1OC(C(=O)NCc2ccccc2)=C[C@@H](c2ccc3c(c2)OCO3)[C@@H]1CCCO	5%	-3%	6	-14%	-10%	1%	-1%	-0.2%	3%	3	5%
CC(=O)Nc1ccc(NC(=O)CCn2nnc3ccccc32)cc1	-12%	20%	0	-25%	-1%	-2%	-5%	0.3%	1%	1	-1%
O=[N+]([O-])/C(C(=C(Cl)Cl)N1CCOCC1)=C1\NCCO1	-2%	-9%	1	4%	-3%	-5%	-6%	-1.0%	4%	22	6%
Cc1cccc(NS(=O)(=O)c2c(C)nc3scc(C)n3c2=O)c1	nt	1%	nt	nt	8%	-5%	-2%	0.1%	2%	-7	-2%
COC(=O)c1ccc(OCCn2cnc3ccccc3c2=O)cc1	-1%	-2%	-5	5%	-29%	-2%	0%	7.0%	3%	12	-2%
Cc1cc(C)n(CC(O)COc2ccc3ccccc3c2)n1 (stereo not given)	0%	1%	0	-12%	-10%	-4%	-4%	0.5%	2%	-3	1%
O=C(Nc1ccccc1C(=O)Nc1ccc(Br)cn1)c1cccc([N+](=O)[O-])c1	1%	?	1	1%	20%	4%	3%	0.2%	0%	-6	7%
COc1cc2c(cc1NC(=O)C(C)Sc1ccc(NC(C)=O)cc1)oc1ccccc12 (stereo not given)	-9%	0%	-8	?	-37%	0%	-4%	-0.1%	-1%	21	-23%
Cc1cc(NC(=O)CCC(=O)N(CC(=O)NCC2CCCO2)c2ccc3c(c2)OCCO3)no1 (stereo not given)	6%	1%	1	-4%	14%	-2%	-2%	-0.9%	0%	-17	3%
Cc1cc(S(=O)(=O)n2cnc3cc([N+](=O)[O-])ccc32)ccc1Cl	-18%	?	-5	5%	-18%	-4%	-4%	2.7%	0%	19	6%
COc1ccccc1-n1cnc2c(c1=O)c1nc3ccccc3nc1n2CCc1ccccc1	9%	3%	1	-2%	21%	-3%	-2%	-0.7%	nt	-8	59%[activator]
O=C(CSc1nccc(=O)[nH]1)NC1CCCCCC1	nt	6%	nt	nt	-8%	-1%	-4%	-0.3%	nt	9	3%
COc1cccc(-c2cc(C(=O)Nc3cc(OC)c(OC)c(OC)c3)no2)c1	1%	?	-2	42%[activator]	-2%[7.66 µM]	-4%	-8%	0.3%	0%	-5	-19%
N=C1C(c2nc(-c3cccc([N+](=O)[O-])c3)cs2)=C(O)CN1NC(=O)c1ccco1	-3%	-2%	0	4%	2%	-3%	0%	-0.3%	-2%	25	-2%

(listing goes on)
SMILES	PKM2 act	BCR signal inh	Coupling enz	Menin-MLL TR inh	Integrin act MD	TSG101-PTAP inh	Tb PFK block	B2AR arrestin	GALK inh	Giardia killer	S-ASM inh
CCOC(=O)N1CCN(S(=O)(=O)c2cccc3ccc(C)nc23)CC1	-4%	-3%	6	-17%	11%[7.66 µM]	1%	-14%	0.1%	1%	0	3%
O=S(=O)(NCC(c1cccnc1)N1CCN(Cc2ccccc2)CC1)c1cc(F)ccc1F (stereo not given)	-2%	6%	nt	nt	?	-2%	3%	-0.1%	-3%	4	-1%
CCOC(=O)n1c(=O)n(C)c2ccc(Cl)cc21	-3%	-12%	-5	4%	4%	-7%	-5%	0.2%	9%	1	-4%
CCOC(=O)c1c(NC(=O)CN2CCCCC2)sc(C)c1C	0%	0%	-1	?	-2%	1%	24%	-0.4%	0%	-18	-2%
O=C(O)c1cccc2c1C(=O)c1ccc(-c3ccc(OC(F)(F)F)cc3)cc1S2(=O)=O	nt	2%	nt	nt	27%	1%	7%	-0.6%	nt	-4	6%
COc1ccc(OC)c(C2=Nn3c(nnc3C3CCCCC3)SC2)c1	1%	-9%	2	-1%	-42%	-4%	2%	0.7%	4%	-19	-19%
OCCCNc1ncnc2c1[nH]c1ccccc12	-9%	1%	-8	nt	17%	0%	0%	-0.1%	5%	-12	3%
O=C(CCl)NCc1c(Cl)cccc1-n1cccc1	-1%	?	5	18%	-64%[inhibitor]	-6%	1%	-0.2%	0%	-16	4%
CC(c1ccccc1)N(NC(=O)C(O)(c1ccccc1)c1ccccc1)C(=O)c1ccccc1 (stereo not given)	2%	5%	4	-14%	-8%	3%	-4%	0.1%	nt	-15	3%
COc1ccc(C2N(c3ccc(OC)cc3)C(=O)C3CCCN32)cc1 (stereo not given)	-1%	?	3	1%	-2%	-6%	-2%	2.2%	1%	-20	3%
Cc1ccc(S(=O)(=O)N(C)C)cc1NC(=O)c1cccs1	3%	-1%	1	nt	-24%	0%	1%	0.3%	nt	-16	2%
CCOc1ccc(C(=O)Nc2nnc(SCC(=O)NCC3CCCO3)s2)cc1OCC (stereo not given)	-3%	6%	nt	nt	2%	nt	-4%	-0.9%	-2%	-8	1%
Cc1nn(CC(=O)OCC(=O)Nc2ccccc2[N+](=O)[O-])c(C)c1[N+](=O)[O-]	3%	0%	-1	-1%	13%	-2%	-4%	-0.8%	0%	-10	6%
Cc1nn(-c2ccccc2)c2sc(-c3n[nH]c(=S)o3)cc12	-10%	?	14	?	1%	-18%	4%	0.1%	-8%	-9	259%[activator]
Cc1nc(SCC(=O)NCCc2ccc(Cl)cc2)nc(C)c1C	-3%	-15%	5	-14%	15%	0%	-2%	0.4%	3%	2	-4%
CN(C)c1cccc(C(=O)Nc2cc(C(F)(F)F)ccc2-n2cnc3ccccc32)c1	4%	5%	-3	-1%	10%	0%	1%	-0.5%	-2%	-29	14%
CC(=O)Nc1ccc(NC(=O)C(C)Sc2nnc(C3CC3)n2-c2ccccc2)cc1 (stereo not given)	nt	-1%	nt	nt	?	0%	-2%	0.0%	nt	0	4%
CCCn1nc2cc(C(=O)NC3CCCc4ccccc43)ccc2c1OCC (stereo not given)	1%	3%	1	?	-14%	1%	-1%	-1.4%	-4%	11	33%[activator]
CC1CCC2C(C1)OS(=O)(=O)NC2(C)C (stereo not given)	1%	2%	2	0%	nt	nt	1%	-0.6%	nt	nt	nt
O=C(/C=C/c1ccc(Cl)cc1Cl)NC(=S)Nc1ccccn1	4%	?	3	?	5%	0%	3%	-0.1%	-1%	-20	-1%
CCN(CC)c1ccc(/C=N/NS(=O)(=O)c2ccc(C)c([N+](=O)[O-])c2)cc1	1%	11%	0	?	-16%	0%	-4%	-0.6%	2%	-7	-7%

Looked up above.
Cc1nc(SCC(=O)NCCc2ccc(Cl)cc2)nc(C)c1C in S-ASM inh: -4%
O=C(CCl)NCc1c(Cl)cccc1-n1cccc1 in TSG101-PTAP inh: -6%

An excerpt; the hit share may differ from the screen's.
